Chronic BCR inh: qHTS Assay to Find Inhibitors of Chronic Active B-Cell Receptor Signaling. hit rate 0.05% among 340,000. Potency, µM (highest dose often 46.1 µM), inactives show at the highest dose ratio change, negative = lower green/red ratio, actives largely listed as inhibitors. ABC-DLBCL IkBa-CBG/CBR reporter, luminescence ratio, 4 h; active = well fitted inhibition curve with a large enough effect in the signal ratio, with a control signal flat, not every such curve was filed as active; inconclusive = small, poorly fitted or top-dose-only effect, or effect the other way, or a change in a side signal; the % refers to the signal ratio;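 note: potency is the fitted concentration of half-maximal effect; plate controls were basal doxycycline-induced cells for no effect and cells given 10 µM MG132 for full effect; MG132 reads +100%, hits lower the ratio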
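TMD8 ABC-DLBCL cells carrying doxycycline-inducible green luciferase fused to IkappaBalpha plus unfused red luciferase were exposed to compounds (up to 46 uM) for 4 hrs at 37C. Activity came from the overlap-corrected green/red luminescence ratio.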
uPA surface inh: qHTS for Inhibitors of Cell Surface uPA Generation. hit rate 0.31% among 330,000. cell surface uPA generation assay, qHTS. Potency, µM (titrated, usually from 38.3 µM), inactives show at the top dose activity change, negative = inhibition, hits mostly inhibitors. AID 540303, 2011; active = well fitted inhibition curve with a large enough effect; inconclusive = small, poorly fitted or top-dose-only effect; inactive = no such curve, though single readings can be large or run the other way; tested in mouse RAW 264.7 cells; note: potency is the fitted concentration of half-maximal effect; nearly all actives have a fitted effect of over 55% in size
GALK inh: qHTS Assay for Inhibitors of Human Galactokinase (GALK); P51570; Purified GALK, Kinase-Glo residual ATP luminescence; AID 1868, 2009; Potency, µM (series often up to 57.5 µM), without a hit: at the highest dose activity change, negative = inhibition, actives largely listed as inhibitors; hit rate 0.007% among 270,000; note: potency is the fitted concentration of half-maximal effect
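5 nM enzyme, 35 uM ATP, 100 uM galactose, 20 mM HEPES pH8.0, 5 mM MgCl2; 1 h RT; residual ATP by Kinase-Glo Plus luminescence, qHTS format.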
KCNH2 WT inh: qHTS for Inhibitors of KCHN2 3.1: Wildtype qHTS; hit rate 0.37% among 340,000; U2OS, BacMam KCNH2, thallium flux FluxOr; stronger effect = lower value; activity change, % at 1.84 µM; Voltage-gated inwardly rectifying potassium channel KCNH2 (Homo sapiens), Q12809;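 active = maximum activity change below -70%; inconclusive = maximum activity change between -70% and -50%; inactive = maximum activity change above -50%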
Target sequence (Q12809 whole entry, looked up): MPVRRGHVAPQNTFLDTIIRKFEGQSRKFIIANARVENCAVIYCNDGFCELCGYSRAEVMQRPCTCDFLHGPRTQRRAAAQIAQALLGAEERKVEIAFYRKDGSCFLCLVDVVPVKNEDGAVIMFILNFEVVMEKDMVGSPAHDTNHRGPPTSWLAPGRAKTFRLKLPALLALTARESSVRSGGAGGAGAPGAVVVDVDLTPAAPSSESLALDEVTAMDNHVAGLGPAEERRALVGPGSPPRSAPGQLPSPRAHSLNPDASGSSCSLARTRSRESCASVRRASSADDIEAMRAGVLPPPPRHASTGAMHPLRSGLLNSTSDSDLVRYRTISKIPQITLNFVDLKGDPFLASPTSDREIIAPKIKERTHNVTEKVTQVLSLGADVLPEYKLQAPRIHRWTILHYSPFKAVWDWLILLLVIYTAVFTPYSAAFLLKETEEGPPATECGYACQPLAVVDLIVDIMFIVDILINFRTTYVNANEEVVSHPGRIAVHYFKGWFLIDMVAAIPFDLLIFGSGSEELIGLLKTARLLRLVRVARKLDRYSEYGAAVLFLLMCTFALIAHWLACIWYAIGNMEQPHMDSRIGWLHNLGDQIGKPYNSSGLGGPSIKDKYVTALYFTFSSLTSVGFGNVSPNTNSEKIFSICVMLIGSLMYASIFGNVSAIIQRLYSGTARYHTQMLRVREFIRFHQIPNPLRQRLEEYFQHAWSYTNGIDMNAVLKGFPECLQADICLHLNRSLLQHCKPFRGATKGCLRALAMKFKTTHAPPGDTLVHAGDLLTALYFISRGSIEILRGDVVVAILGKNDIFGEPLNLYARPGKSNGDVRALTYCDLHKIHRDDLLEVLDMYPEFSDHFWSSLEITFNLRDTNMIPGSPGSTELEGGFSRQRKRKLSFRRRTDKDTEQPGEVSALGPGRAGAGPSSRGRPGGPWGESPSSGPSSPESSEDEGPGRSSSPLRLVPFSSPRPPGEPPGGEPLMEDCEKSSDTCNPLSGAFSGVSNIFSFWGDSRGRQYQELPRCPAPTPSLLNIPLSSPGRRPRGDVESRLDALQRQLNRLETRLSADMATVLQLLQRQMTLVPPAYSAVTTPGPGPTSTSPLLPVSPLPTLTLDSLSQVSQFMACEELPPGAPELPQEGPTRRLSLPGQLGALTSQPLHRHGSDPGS
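U2OS cells transduced with wild-type KCNH2 virus are loaded with FluxOr dye for 45 min, and thallium flux is measured in kinetic reads before and after stimulation buffer. Rate constants are normalized to DMSO controls.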
Eya2 inh: qHTS Assay for Inhibitors of the Phosphatase Activity of Eya2; Protein phosphatase EYA2 (Homo sapiens), O00167; recombinant Eya2, OMFP fluorescence dephosphorylation (OMFP is methylfluorescein phosphate); Potency, µM (titrated, usually from 76.9 µM), for the others: top-dose activity, negative = inhibition, hits mostly inhibitors; hit rate 0.006% among 330,000; AID 488837, 2010; note: potency is the fitted concentration of half-maximal effect
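Eya2 protein (added as 0.2 uM solution) was preincubated with compound for 10 min at ambient temperature in 50 mM HEPES pH 7.5, 50 mM NaCl, 5 uM MgCl2, 0.05% BSA, 1 mM DTT. OMFP (added at 50 uM) then reacted 10 min; fluorescence read at 485/525 nm.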
KCNH2 3.1 inh: qHTS for Inhibitors of KCHN2 3.1: Mutant qHTS; hit rate 0.95% among 340,000; activity change, % (tested at about 1.8 µM); U2OS KCNH2 3.1, thallium flux FluxOr; stronger effect = lower value;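 active = maximum activity change below -70%; inconclusive = maximum activity change from -70% to -50%; inactive = maximum activity change above -50%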;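 note: thallium influx rate constant from kinetic fluorescence after stimulation buffer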
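Channel expression came from 3.1 mutant virus (1.77 x 10^8 /mL) applied to suspended U2OS cells for 4 h. Flux was tracked with FluxOr dye plus Red40 quencher, and kinetic rate constants normalized to controls.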
Giardia kill: Small Molecules that selectively kill Giardia lamblia: qHTS; Giardia lamblia trophozoite viability; activity change, % at 7.66 µM, hits read low; hit rate 0.15% among 340,000; AID 540267, 2011; in the data active = activity change below about -80%; inconclusive = between about -30% and that limit;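 note: parasites exposed to compound for two days anaerobically before the ATP read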
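Giardia lamblia trophozoites (100 cells/well) were incubated with compounds for 48 h at 37 deg C under anaerobic conditions. Viability was read as ATP content by one-step luminescence after 15-30 min at room temperature.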
PKM2 activator: qHTS Assay for Activators of Human Muscle isoform 2 Pyruvate Kinase | purified PKM2, Kinase-Glo ATP luminescence, activation; response scale: 0% is enzyme alone, no compound | AID 1631, 2009 | Potency, µM (top dose mostly 57.5 µM), without a hit: top-dose activation, usual class: activators | Pyruvate kinase PKM (Homo sapiens), P14618 | hit rate 0.34% among 260,000; note: potency is the fitted concentration of half-maximal effect; nearly all actives have a fitted effect of over 55% in size
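Kinase-Glo luminescence reports ATP generated from ADP (0.1 mM) and PEP (0.5 mM) by purified hPK-M2 after 1 h at room temperature, pH 7.2 imidazole buffer; intermediate enzyme activity allows detecting inhibitors and activators.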
B2AR arrestin: qHTS assay of beta-arrestin-biased ligands of beta2-adrenergic receptor; Beta-2 adrenergic receptor (Homo sapiens), P07550; hit rate 0.02% among 330,000; beta-arrestin recruitment to beta2AR, cell-based reporter; Potency, µM (series often up to 46.1 µM), without a hit: top-dose activation, hits mostly activators;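 note: potency is the fitted concentration of half-maximal effect; 0% = DMSO controls and full agonism = EC100 isoproterenol or metaproterenol; nearly all actives have a fitted effect of over 65% in size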
FBPA coupling cs: qHTS Assay for Inhibitors of Fructose-1,6-bisphosphate Aldolase from Giardia Lamblia: Coupling assay counterscreen; coupling enzyme system counterscreen, AmpLite Red fluorescence; activity change, negative = inhibition, % at 58.2 µM, hits read low; hit rate 0.67% among 290,000; AID 2472, 2010; in the data active = activity change below about -30%
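Coupling enzymes only (glyceraldehyde-3-phosphate) + compound, at 57.5 uM final, 10 min RT; add substrate/coupling/AmpLite Red mix, 20 min RT; fluorescence ex 525/em 598 nm. Actives flag coupling-system interference.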
USP2a inh: qHTS Assay for Inhibitors of Ubiquitin-specific Protease USP2a Using CHOP2 as the Reporter; Ubiquitin carboxyl-terminal hydrolase 2 (Homo sapiens), O75604; USP2 core, Ub-CHOP2 coupled fluorogenic reporter, 485/531; Potency, µM (highest dose often 38.3 µM), without a hit: at the highest dose activity change, negative = inhibition, most hits filed as inhibitors; hit rate 0.01% among 330,000;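 note: potency is the fitted concentration of half-maximal effect; plate controls were DMSO wells for no effect and full inhibition by NEM control for full effect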
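USP2 core (10nM final) preincubated 30min RT with compound in 20mM Tris-HCl pH 8.0, 2mM CaCl2, 2mM beta-mercaptoethanol, 0.05% CHAPS; 25nM Ub-CHOP2 plus 25nM reporter substrate added, fluorescence (Ex485/Em531) read after 60min.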
An asterisk follows results filed as active; ? = inconclusive; . = not tested or not shown. Unless noted, calls come from the whole dose curve; as a rule, active = well fitted curve in the direction sought with a large enough effect; inconclusive = small, poorly fitted or top-dose-only effect, or another doubt; inactive = no such curve, though single readings can be large; an effect the other way counts as inactive or inconclusive. Unless noted, % is set by controls: 0 for no effect and ±100 for the full control effect.

SMILES	Chronic BCR inh	uPA surface inh	GALK inh	KCNH2 WT inh	Eya2 inh	KCNH2 3.1 inh	Giardia kill	PKM2 activator	B2AR arrestin	FBPA coupling cs	USP2a inh
Cc1ccn(CCC(=O)NC2CCCc3c2cnn3-c2cccc(C)c2C)n1 (stereo unspecified)	-1%	1%	-1%	3	2%	0	8	-4%	0.2%	1	2%
Cc1ccc(S(=O)(=O)NC(C)(C)CN2CCNCC2)cc1	11%	2%	3%	-6	-2%	-26	-8	0%	-0.5%	1	-2%
COc1cc(/C=C/[N+](=O)[O-])ccc1OC(=O)c1cc2ccccc2oc1=O	-10%	-10%	1%	-3	-2%	-3	4	0%	5.2%	-1	0%
O=C(CN1CCN(C(=O)c2c(F)cccc2F)CC1)Nc1ccccc1F	?	-2%	1%	3	5%	0	1	5%	0.1%	6	-1%
O=C(N/N=C\CCc1ccccc1)c1ccco1	?	0%	2%	-2	-17%	-10	-1	2%	4.1%	-2	2%
Cc1c(OC(C(=O)O)c2ccccc2)ccc2c(-c3ccccc3)cc(=O)oc12 (stereo unspecified)	0%	5%	-5%	-5	?	12	-9	4%	-0.3%	16	0%
O=C(CN1C(=O)C(=O)N(C2CCCC2)C1=O)Nc1ccc(Cl)cc1C(F)(F)F	-5%	3%	.	-1	-2%	10	3	.	0.4%	.	-1%
CC(OC(=O)CCCC(=O)Nc1ccccc1)C(=O)c1ccccc1 (stereo unspecified)	-2%	-7%	1%	2	-10%	-14	5	.	-0.3%	1	2%
Cc1ccc(-n2ncc3c(NCCCn4ccnc4)ncnc32)c(C)c1	5%	10%	-2%	-10	-6%	2	2	-1%	-0.2%	2	1%
COc1ccccc1N1C(=O)S/C(=C\c2ccc(C)s2)C1=O	0%	6%	5%	-17	0%	5	15	-1%	0.0%	2	10%
COc1cccc(CNCCc2c[nH]c3ccccc23)c1OCc1ccc(F)cc1	?	-1%	-6%	1	22%	-38	3	3%	-0.2%	1	-1%
CCn1ncc([N+](=O)[O-])c1C(=O)NC1CCCCC1	14%	-6%	3%	.	5%	0	-12	1%	0.2%	3	-1%
O=C(CCS(=O)(=O)c1ccc(F)cc1)Nc1nnc(-c2ccc(F)cc2)o1	-2%	-9%	.	-10	8%	-1	-13	.	-0.5%	.	1%
CC1(C)CC(=O)c2cc3c(nc2C1)CC(C)(C)CC3=O	14%	13%	-1%	-6	-5%	9	-13	2%	0.6%	3	4%
COc1ccc(CCNC(=O)C2CC3Cn4c(nc5ccccc54)C3N2C)cc1 (stereo unspecified)	-2%	-2%	-2%	18	-14%	5	0	-3%	-0.3%	-3	0%
O=C(OCCN1CCOCC1)C(c1ccccc1)c1ccccc1	2%	1%	8%	4	-11%	-7	6	-1%	-0.3%	0	1%
Cc1sc2nc(CN3CCOCC3)nc(Cl)c2c1C	-5%	-1%	2%	-2	4%	-35	-8	-1%	0.3%	1	1%
Cc1cccc(CSc2nc3[nH]ncc3c(=O)[nH]2)c1	-10%	3%	8%	-3	4%	7	3	-3%	-0.2%	2	-3%
O=C(N/N=C\c1ccc[nH]1)C1COc2ccccc2O1 (stereo unspecified)	?	8%	5%	-2	?	6	25	-2%	-0.9%	-12	0%
CN(C(=O)c1ccco1)c1nc(-c2ccc(F)cc2)cs1	?	2%	-2%	-3	-7%	0	6	-1%	0.1%	-3	1%
COc1ccc(NC(=O)/C(C#N)=C/c2ccc(OCc3ccccc3F)cc2)cc1	-4%	-2%	1%	-1	2%	1	1	2%	-0.6%	3	-3%
O=C(N/N=C/c1coc2ccccc2c1=O)c1cc(Br)c(O)c(Br)c1	3%	4%	-3%	0	-1%	.	9	4%	0.4%	8	0%
Cc1cc(N2CCOCC2)cc(C)[n+]1[O-]	-1%	1%	-1%	-12	-3%	1	-1	18%	0.2%	6	-4%
CC(=O)c1ccc(NS(=O)(=O)c2c(C)cc(C)cc2C)cc1	1%	-9%	-4%	-1	-10%	19	-6	-4%	-0.2%	-5	2%
O=C(c1ccc2c(c1)OCO2)N1CCN(S(=O)(=O)c2ccc(Br)cc2Cl)CC1	-9%	5%	.	-2	1%	3	-1	.	-0.1%	.	0%
CC(C)Cc1cc(CNC(=O)C2CCC(=O)N(CCc3cccc(F)c3)C2)on1 (stereo unspecified)	-2%	1%	7%	1	3%	9	-15	2%	0.3%	3	1%
CCOC(=O)C(=O)N1CCN(c2nc(-c3ccc(Cl)cc3)cs2)CC1	0%	-2%	-2%	-14	-22%	-10	-15	-6%	-1.2%	0	4%
CCCCn1c2c(c(=O)n(C)c1=O)C(c1ccc(OC)cc1)N1CCCCCC1=N2 (stereo unspecified)	?	-4%	-1%	-5	-3%	-75*	-2	3%	-0.2%	-1	2%
CC(=O)C1=C(C)OC(N)=C(C#N)C1c1cccc2ccccc12 (stereo unspecified)	1%	-3%	4%	0	1%	8	-2	-3%	-0.9%	-34*	0%
N/C(=N\OC(=O)Cc1ccccc1[N+](=O)[O-])c1cccc(Br)c1	?	17%	0%	4	-3%	4	22	-5%	-0.8%	0	-7%
CSC1=NC(=O)/C(=C\c2cccc3ccccc23)S1	2%	3%	4%	-5	-19%	10	-5	-9%	-0.4%	-1	-4%
CCN(CCCNC(=O)c1ccc(N2CCCC2=O)cc1)c1cccc(C)c1	-5%	1%	-2%	3	-1%	-13	2	5%	-0.6%	4	-1%
CN(C)/C=N/c1ncc(C(=O)c2ccc(Cl)cc2)s1	?	1%	0%	1	5%	6	-1	1%	-0.1%	1	2%
Cc1ccc(N(CC(=O)NCCc2ccc(F)cc2)S(=O)(=O)c2ccc(Cl)c([N+](=O)[O-])c2)c(C)c1	?	?	1%	-2	-10%	-19	-7	-13%	-1.1%	-3	3%
COc1cccc(C2CCCN2Cc2nc(CCC(C)C)no2)c1 (stereo unspecified)	1%	29%	2%	-16	-13%	7	9	13%	0.1%	-6	-4%
Cc1cccc(Cn2c(=O)oc3ccc(C)cc32)c1	?	6%	0%	-8	2%	0	-3	.	0.3%	4	1%
O=C(Nc1cccc2ccccc12)N1CCCN(c2c(Cl)cncc2Cl)CC1	-5%	0%	.	-5	7%	-23	6	1%	7.9%	3	2%
Cc1nc(SCC(=O)Nc2ccc(S(=O)(=O)N3CCOCC3)cc2)c2c(C)c(C)sc2n1	-13%	-6%	.	-10	-1%	.	-9	.	0.1%	.	-1%
COc1c(Br)cc([N+](=O)[O-])c(OC)c1C(=O)NC(=O)Nc1cc(Cl)cc(Cl)c1	?	?	1%	13	-14%	-5	-17	-3%	-0.3%	-4	1%
COC(=O)c1c(C)noc1-c1snnc1C	-10%	-7%	0%	0	6%	23	-1	0%	-0.7%	5	4%
COc1cc(CN2CCNC(=O)C2CC(=O)N2CCCN(C(C)=O)CC2)cc(OC)c1 (stereo unspecified)	-2%	0%	-1%	0	-13%	15	10	-1%	-0.1%	.	2%
Cc1cc(C)nc(N2CCC(C(=O)NNC(=O)c3ccc(Cl)cc3)CC2)n1	-2%	12%	8%	-5	6%	0	3	-6%	-0.4%	5	-2%
Cc1ccc2nc3cc([N+](=O)[O-])cc([N+](=O)[O-])c3cc2c1	6%	?	-4%	-10	10%	4	-14	4%	-0.1%	-6	8%
CCCNC(=O)Cn1c(=O)n(C)c2ccccc21	10%	17%	5%	3	1%	-11	?	-15%	-0.6%	1	1%
O=C(COC(=O)c1ccc(Br)o1)NC1CCCc2ccccc21 (stereo unspecified)	6%	-16%	.	-1	-11%	-4	1	.	0.1%	.	1%

In another format: two of the compounds above.
Values in the order – Chronic BCR inh | uPA surface inh | GALK inh | KCNH2 WT inh | Eya2 inh | KCNH2 3.1 inh | Giardia kill | PKM2 activator | B2AR arrestin | FBPA coupling cs | USP2a inh
COc1cc(CN2CCNC(=O)C2CC(=O)N2CCCN(C(C)=O)CC2)cc(OC)c1 (stereo unspecified)
 : -2% | 0% | -1% | 0 | -13% | 15 | 10 | -1% | -0.1% | . | 2%
Cc1cc(C)nc(N2CCC(C(=O)NNC(=O)c3ccc(Cl)cc3)CC2)n1
 : -2% | 12% | 8% | -5 | 6% | 0 | 3 | -6% | -0.4% | 5 | -2%

No enrichment for hits; about 2.4% have a hit in one of these screens.
